Pin1 inhibitor = qHTS Assay to Find Inhibitors of Pin1 | Pin1 FP peptide displacement, HiFluor488, 10 min | hit rate 0.009% among 390,000 | Potency, µM (doses to about 115 µM), inactives show at the highest dose activity, negative = inhibition, most hits filed as inhibitors | Peptidyl-prolyl cis-trans isomerase NIMA-interacting 1 (Homo sapiens), Q13526; active = well fitted inhibition curve with a large enough effect in the polarisation, with a control signal flat, not every such curve was filed as active; inconclusive = small, poorly fitted or top-dose-only effect, or effect the other way, or a change in a side signal; inactive = no such curve, though single readings can be large or run the other way; the % refers to the polarisation; also: potency is read from the fitted curve at half-maximal effect; % is scaled to controls: 0 for no effect and ±100 for the full control effect
Target sequence (Q13526 whole entry, looked up): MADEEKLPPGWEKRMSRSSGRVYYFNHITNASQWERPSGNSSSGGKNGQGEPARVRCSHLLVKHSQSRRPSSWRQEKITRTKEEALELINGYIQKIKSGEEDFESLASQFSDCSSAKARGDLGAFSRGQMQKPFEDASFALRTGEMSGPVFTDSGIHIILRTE
BAZ2B inh = qHTS Assay for Inhibitors of BAZ2B; AlphaScreen BAZ2B-H3K14Ac peptide displacement; Potency, µM (doses to about 114 µM), inactives show at the highest dose activity change, negative = inhibition, actives largely listed as inhibitors; hit rate 4.4% among 360,000; Bromodomain adjacent to zinc finger domain protein 2B (Homo sapiens), Q9UIF8; AID 504333, 2011; also: potency is read from the fitted curve at half-maximal effect; % is scaled to controls: 0 for no effect and ±100 for the full control effect; nearly all actives have a fitted effect of over 60% in size
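Compounds, titrated to a top concentration of 110 uM, were incubated 30 min at room temperature with preformed BAZ2B/acetyl-K14 H3 peptide complex (50 nM each). Proximity signal was measured by AlphaScreen after 20 min with beads.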
HP1b binding inh = HTS for Inhibitors of HP1-beta Chromodomain Interactions with Methylated Histone Tails; Chromobox protein homolog 1 (Homo sapiens), P83916; AlphaScreen HP1-beta / biotin-H3K9me3 peptide binding; Potency, µM (doses to about 114 µM), for the others: at the top dose activity change, negative = inhibition, usual class: inhibitors; hit rate 0.56% among 390,000; AID 540317, 2011; also: potency is read from the fitted curve at half-maximal effect; nearly all actives have a fitted effect of over 70% in size; inactives centre near 23
Target sequence (P83916 whole entry, looked up): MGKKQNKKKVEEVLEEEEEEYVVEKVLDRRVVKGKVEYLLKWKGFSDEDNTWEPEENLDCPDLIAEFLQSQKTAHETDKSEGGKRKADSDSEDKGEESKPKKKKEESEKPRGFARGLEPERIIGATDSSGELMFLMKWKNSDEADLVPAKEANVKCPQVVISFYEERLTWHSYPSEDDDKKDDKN
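HP1-beta protein (50 nM final) preincubated 30 min at room temperature with biotinylated H3(1-18)K9me3 peptide (50 nM) in PBS pH 7.4, 0.01% Tween-20, then compound added for 30 min. AlphaScreen streptavidin donor/nickel chelate acceptor beads (10 ug/mL final), 30 min dark, luminescence read.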
GLS inh = qHTS for Inhibitors of Glutaminase (GLS). Potency, µM (titrated, usually from 45.5 µM), without a hit: at the top dose activity change, negative = inhibition, hits mostly inhibitors. Glutaminase kidney isoform, mitochondrial (Homo sapiens), O94925. hit rate 0.21% among 410,000. GLS enzymatic activity, qHTS titration; also: potency is read from the fitted curve at half-maximal effect; % is scaled to controls: 0 for no effect and ±100 for the full control effect
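Compounds were pin-transferred onto hKGA, after which L-glutamine (1 mM solution) and a detection mix of glutamate oxidase, HRP and Amplex Red were added. Initial and 30 min RT fluorescence reads were collected.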
JMJD2A Tudor = qHTS Assay for Inhibitors of JMJD2A-Tudor Domain | Lysine-specific demethylase 4A (Homo sapiens), O75164 | AlphaScreen JMJD2A-Tudor / H3K4me3 peptide binding | Potency, µM (top dose mostly 114 µM), for the others: at the highest dose activity change, negative = inhibition, hits mostly inhibitors | hit rate 4.4% among 390,000 | AID 504339, 2011; also: potency is read from the fitted curve at half-maximal effect; % is scaled to controls: 0 for no effect and ±100 for the full control effect; nearly all actives have a fitted effect of over 50% in size
Tb PGK inh = qHTS Assay to Find Inhibitors of Phosphoglycerate Kinase | PGK/GAPDH coupled, Kinase-Glo luminescence, 60 min | Potency, µM (series often up to 57.5 µM), for the others: at the top dose activity change, negative = inhibition, actives largely listed as inhibitors | hit rate 0.043% among 380,000 | AID 602233, 2012; also: potency is read from the fitted curve at half-maximal effect; % is scaled to controls: 0 for no effect and ±100 for the full control effect; nearly all actives have a fitted effect of over 60% in size
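Recombinant glycosomal PGK reaction used 1,3-bisphosphoglycerate generated in-well by GAPDH (100nM final) in 100mM TEA pH 7.6, 5mM MgCl2, 0.01% Tween-20. After 60 minutes at room temperature, ATP was read by Kinase-Glo Plus luminescence end-point.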
ERG Ets-DNA blk = qHTS for Small Molecule Inhibitors of the ERG Ets/DNA interaction; Potency, µM (top dose mostly 76.9 µM), without a hit: at the top dose FP activity, negative = inhibition, hits mostly inhibitors; fluorescence polarization, His-ERG Ets domain / labelled DNA; Transcriptional regulator ERG (Homo sapiens), P11308; hit rate 0.028% among 370,000; active = well fitted inhibition curve with a large enough effect in the polarisation, with a control signal flat; inconclusive = small, poorly fitted or top-dose-only effect, or effect the other way, or a change in a side signal; inactive = no such curve, though single readings can be large or run the other way; the % refers to the polarisation;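 also: polarization taken with two DNA probes labelled with fluorescein and Texas red; potency is read from the fitted curve at half-maximal effect; % of control where 0% means no effect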
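His-tagged ERG Ets domain (1 uM in the protein solution; 300mM KCl, 50mM Tris-HCl, 1mM EDTA, 1mM DTT, pH 7.5) received compound, then a probe mix of 5 nM fluorescein-DNA and 100nM Texas-615-DNA. Fluorescence polarization was read for both dyes.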
G9a block = qHTS Assay for Inhibitors of Histone Lysine Methyltransferase G9a. G9a H3K9 monomethylation, AlphaScreen, 2 h. hit rate 8.8% among 350,000. Histone-lysine N-methyltransferase EHMT2 (Homo sapiens), Q96KQ7. Potency, µM (titrated, usually from 102 µM), for the others: at the highest dose activity, negative = inhibition, usual class: inhibitors; also: potency is read from the fitted curve at half-maximal effect; % is scaled to controls: 0 for no effect and ±100 for the full control effect; nearly all actives have a fitted effect of over 75% in size
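Readings reflect AlphaScreen signal from monomethyl-H3K9 antibody detection. HMT at 20 nM; substrate b-H3K9 500 nM; cofactor SAM 20 uM; 2 h RT reaction; compounds tested as titrations in qHTS with 15 min preincubation.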
PI4K2A inh = qHTS for small molecular inhibitors of PI4K2A; Phosphatidylinositol 4-kinase type 2-alpha (Homo sapiens), Q9BTU6; purified PI4K2A, ADP-Glo luminescence, 1 h; stronger effect = lower value; activity change, negative = inhibition, % at 76.9 µM; hit rate 0.13% among 420,000; in the data active = activity change below about -50%; inconclusive = mostly about -30% to -49%;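 also: -100% = wells without enzyme as full effect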
Target sequence (Q9BTU6 whole entry, looked up): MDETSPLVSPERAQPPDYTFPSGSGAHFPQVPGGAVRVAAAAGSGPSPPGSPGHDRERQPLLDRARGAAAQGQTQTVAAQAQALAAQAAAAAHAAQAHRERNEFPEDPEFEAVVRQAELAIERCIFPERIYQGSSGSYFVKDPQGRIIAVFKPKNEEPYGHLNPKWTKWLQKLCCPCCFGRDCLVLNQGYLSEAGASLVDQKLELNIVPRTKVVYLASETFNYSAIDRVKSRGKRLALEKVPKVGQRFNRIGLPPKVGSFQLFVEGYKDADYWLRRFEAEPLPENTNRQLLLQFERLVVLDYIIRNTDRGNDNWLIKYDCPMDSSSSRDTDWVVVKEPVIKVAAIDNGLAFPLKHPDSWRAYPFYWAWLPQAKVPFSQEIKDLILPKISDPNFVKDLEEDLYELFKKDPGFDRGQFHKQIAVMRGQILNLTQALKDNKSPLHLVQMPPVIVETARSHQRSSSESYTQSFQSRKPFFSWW
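PI4K2A activity was measured by ADP-Glo luminescence: enzyme (4 ug/mL stock) and phosphatidylinositol (1.2 mM stock) in Tris pH 7.5/MgCl2/EGTA/Triton X-100 buffer were reacted with ATP (300 microM stock) for one hour at ambient temperature.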
The depositor's hits bear a star; i = inactive; ? = inconclusive; . = no result given; [ ] = dose if it differs, or a comment. Unless noted, calls follow the shape of the dose curve; as a rule, active = well fitted curve in the direction sought with a large enough effect; inconclusive = small, poorly fitted or top-dose-only effect, or another doubt; inactive = no such curve, though single readings can be large; an effect the other way counts as inactive or inconclusive. Compounds as they come; 11% or so of the library scored in one or more.

Pin1 inhibitor	BAZ2B inh	SMILES	HP1b binding inh	GLS inh	JMJD2A Tudor	Tb PGK inh	ERG Ets-DNA blk	G9a block	PI4K2A inh
-13.5%	28.2µM*	Cc1ccc(CN2CCN(CC3CC4C=CC3C4)CC2)cc1 (stereo not drawn)	?	-4.7%	5.62µM*	-7.0%	-9.1%	?	10.2
-6.8%	0.9%	CN(C)P(=NC(=O)COc1ccc(Cl)cc1Cl)(N(C)C)N(C)C	26.2%	-1.5%	-11.9%	17.8%	-7.7%	13.2%	-4.8
-9.2%	?	O=C(/C=C/c1ccco1)Nc1nc(-c2ccccc2)cs1	-0.7%	0.5%	-11.5%	-4.9%	1.9%	?	1.0
-2.3%	-20.9%	COc1cccc(CNC(=O)Nc2ccc3c(c2)N(C)C(=O)c2ccccc2S3)c1	29.7%	5.8%	-28.1%	i	6.9%	-40.0%[59 µM]	-5.2
-1.7%	4.9%	COc1ccc(-n2c(=O)c3ccccc3n(Cc3ccc(F)cc3Cl)c2=O)cc1OC	36.2%	4.1%	-1.0%	i	0.0%	5.2%[59 µM]	-0.8
?	?	Cc1nc2ccccn2c1/C(O)=C1\C(=O)C(=O)N(CCN2CCOCC2)C1c1ccncc1 (stereo not drawn)	2.4%	7.2%	25.1µM*	-2.1%	0.1%	?	-4.1
1.2%	1.9%	Cc1ccc(CC(=O)NCc2nc(-c3cccc(C)c3)no2)cc1	62.0%[activator]	-13.5%	-8.7%	i	0.0%	12.1%[59 µM]	-2.3
-4.8%	-8.9%	N#Cc1ccc(C2=CC(=O)C[C@H](c3ccc(F)cc3)C2)cc1	5.1%	-0.2%	-33.6%	-2.6%	-7.1%	-14.5%[0.501 µM]	-0.9
-0.1%	.	O=C(c1ccccc1)c1ccc[nH]1	33.0%	-10.8%	-10.3%	-0.3%	?	.	9.7
2.8%	-3.3%	O=C(NCCc1ccc2c(c1)OCCO2)c1ccccc1F	20.1%	-1.0%	-1.0%	-3.6%	-9.8%	2.4%[59 µM]	4.3
-0.1%	-10.5%	O=C(COc1ccc(F)cc1Br)N1CCN(c2ncccn2)CC1	39.4%	-8.0%	-0.7%	i	46.0%[activator]	-3.4%	0.8
?	-11.1%	O=C(/C=C/c1ccccc1)c1ccccc1O	-10.6%	0.4%	?	-3.9%	5.4%	44.7µM*	8.6
-0.3%	44.7µM*	Cc1cc(C(=O)CSc2nncs2)c(C)n1-c1ccc2c(c1)OCO2	?	-1.7%	?	-4.0%	.	?	-1.3
9.9%	-5.0%	O=C(Nc1nccs1)c1cc2sccc2n1Cc1ccc(F)cc1	14.4%	1.2%	-13.6%	-0.8%	4.9%	-47.2%	-1.2
11.2%	-5.0%	O=[N+]([O-])c1cccc(/C=C/c2nc(C=Nc3ccccc3)c(O)o2)c1	17.5%	-10.8%	-12.8%	i	6.8%	0.9%[59 µM]	6.4
3.0%	10.8%	COC(=O)Nc1ccc(S(=O)(=O)N2CCC(C)CC2)cc1	18.2%	1.4%	-9.2%	-7.9%	-1.9%	17.5%[12.7 µM]	0.4
-0.2%	.	Cc1cccc(NC(=O)c2cccc(C(=O)Nc3cccc(C)c3)n2)c1	-2.6%	0.5%	-20.9%	-1.3%	2.1%	.	2.7
-0.1%	-30.9%	CS(=O)(=O)c1ccc2nc(NC(=O)C3=NN(c4ccccc4)C(=O)CC3)sc2c1	61.2%[activator]	-16.8%	-20.3%	7.5%	-8.4%	-11.5%	-19.4
?	?	CCCCc1cn([C@@H](CCCCN)C(=O)N2CCNCC2)nn1	34.7%	0.6%	56.2µM*	-7.8%	1.0%	-0.6%[12.7 µM]	-13.6
-9.8%	-0.9%	CN(CCOc1ccccc1)C(=O)c1ccc2c(=O)n3c(nc2c1)CCC3	25.4%	-12.3%	-11.0%	-6.0%	-11.2%	4.4%[2.33 µM]	2.4
12.2%	-17.0%	Cc1ccc(C)c2nc(Cl)c(C#N)cc12	7.0%	3.8%	-5.5%	i	7.3%	27.6%	1.5
4.6%	50.1µM*	Cn1cc(C(c2ccccc2OCC(=O)O)c2cn(C)c3ccccc23)c2ccccc21	?	14.1µM*	14.1µM*	-1.1%	69.7%[activator]	-14.1%	-6.8
?	?	Nc1c(C(=O)Nc2ccc(Br)cc2)sc2nc(-c3ccco3)ccc12	39.5%[activator]	16.1%	-0.7%	-0.6%	-0.3%	?	1.9
1.6%	?	O=[N+]([O-])c1cccc(NN=Nc2ccccc2)c1	-11.1%	-11.8%	?	0.8%	0.5%	44.7µM*	1.5
-0.9%	3.8%	O=C(c1cc2ccccn2n1)N1CCN(c2ccccn2)CC1	17.0%	-4.2%	-17.4%	-2.5%	-10.3%	-12.5%	2.6
-0.6%	-7.0%	Cc1cc(C)n(CCCN2CCC(C(=O)Nc3cccc(-c4cccc(F)c4)c3)CC2)n1	5.5%	7.0%	-32.4%	-0.4%	5.1%	.	5.6
-0.2%	-25.4%	Cc1ccc(S(=O)(=O)N(C)c2ccc(C(=O)Nc3ccccc3C(=O)N3CCOCC3)cc2)cc1	5.1%	0.0%	-0.7%	-3.6%	-3.2%	.	-0.6
0.4%	0.1%	Cc1cc(NC(=O)CCC(=O)N(Cc2ccco2)C(C(=O)NCC2CCCO2)c2ccncc2)no1 (stereo not drawn)	-12.4%	-3.5%	3.1%	-10.3%	2.5%	3.8%	-23.2
1.2%	2.0%	O=C(COc1ccc([N+](=O)[O-])cc1)NC(=O)NC1CCS(=O)(=O)C1 (stereo not drawn)	27.4%	-6.7%	-6.2%	-9.2%	-4.6%	?	-2.3
1.3%	-9.6%	CCCCN(CC)C(=O)CSc1nc2n[nH]c(C)c2c(=N)n1-c1ccc(CC)cc1	-3.2%	-8.5%	-31.4%	-3.6%	10.2%	5.3%[59 µM]	-3.1
-5.7%	9.2%	O=c1ccn(-c2ccccc2)[nH]1	15.0%	0.0%	-2.1%	-3.7%	-5.0%	-3.7%	2.5
-11.3%	2.7%	CCOC(=O)Nc1ccc2c(c1)N(C(=O)CCN(CC)CC)c1ccccc1CC2	28.1%	-1.2%	3.0%	-0.1%	-6.2%	20.2%[0.501 µM]	1.2
11.9%	.	CCC(=O)N1CCc2cc(S(=O)(=O)NCCC(=O)NCc3ccc(C)cc3)ccc21	21.4%	2.2%	-10.7%	-5.8%	1.7%	8.1%[59 µM]	-0.5
-2.1%	-14.3%	O=C(O)c1cc([N+](=O)[O-])c(N2CCCC2)c([N+](=O)[O-])c1	8.8%	0.3%	3.0%	-2.1%	-8.4%	8.91µM*	2.9
4.9%	-4.7%	COc1ccccc1NC(=O)Cn1cc(C(=O)C2CC2)c2ccccc21	11.2%	-1.9%	2.9%	0.2%	-2.7%	.	-3.2
-0.8%	-4.2%	CC1=NN(C(=O)Cc2ccc([N+](=O)[O-])cc2)C(O)(c2cccnc2)C1 (stereo not drawn)	22.1%	-0.5%	-5.8%	-6.5%	-0.9%	2.2%[59 µM]	2.4
-2.0%	-22.0%	Cc1cc(C)nc(SCc2ccc(C(=O)NN=C3C4CC5CC(C4)CC3C5)cc2)n1	13.7%	1.4%	-10.1%	-1.0%	-5.8%	7.9%[59 µM]	-6.4
?	6.4%	CN1C=CC2=C(C#N)C(N)C(C#N)(C#N)C(c3ccccc3)C2C1 (stereo not drawn)	34.5%	2.9%	-11.8%	-1.8%	-13.0%	-1.5%[12.7 µM]	-0.3
3.0%	0.5%	CN(CC1CCOCC1)C(=O)CC1C(=O)NCCN1C/C=C/c1ccccc1 (stereo not drawn)	22.7%	-4.8%	0.0%	-4.8%	-1.5%	-33.9%[59 µM]	1.6
1.9%	-28.2%	CCc1nccn1S(=O)(=O)c1cc(OC)ccc1OC	83.7%[activator]	-1.5%	-15.7%	-9.4%	7.6%	19.4%[59 µM]	-1.3
0.3%	2.7%	COc1ccc(-n2nc3cc(C)c(NC(=S)NC(=O)c4ccccc4C)cc3n2)cc1	1.5%	-6.4%	-5.1%	-3.1%	1.9%	.	0.8
3.7%	9.3%	CCSc1ncc(Cl)c(C(=O)Nc2ccccc2)n1	48.6%[activator]	-4.1%	11.6%	i	7.7%	-1.4%[59 µM]	-5.9
-9.4%	39.8µM*	COc1ccc(CN2CCN(C(=O)c3ccco3)CC2)cc1OC	25.1µM*	11.6%	-19.5%[11.4 µM]	i	-3.3%	10µM*	-2.0
-1.8%	-18.9%	COc1cc2c(cc1OC)C(COc1ccc(F)cc1)NCC2 (stereo not drawn)	26.3%	5.1%	20.6%	-6.3%	-4.0%	?	3.4
-0.4%	?	Cn1cccc1CC(=O)NNC(=O)Nc1ccc(Cl)cc1	-1.0%	28.5%	-26.9%	-3.6%	-9.7%	?	-0.8

Bioassay records from PubChem.
